TSG101-PTAP inh: blocks PTAP/TSG101 interaction to inhibit HIV-1 budding; 340,000 tested, under 10 active; Potency, µM (series often up to 115 µM), for the others: top-dose activity change, negative = inhibition, most hits filed as inhibitors; Fluorescence polarization, FITC-PTAP peptide / Tsg101 binding; AID 493005; Q99816; active = well fitted inhibition curve with a large enough effect in the main read-out, with a control signal flat, not every such curve was filed as active; inconclusive = small, poorly fitted or top-dose-only effect, or effect the other way, or a change in a side signal; inactive = no such curve, though single readings can be large or run the other way; note: potency is the fitted concentration of half-maximal effect; % of control where 0% means no effect
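Fluorescence anisotropy tracks displacement of a FITC-tagged PTAP peptide (50 nM) from the Tsg101 binding domain (10 uM), following a 20 min room-temperature incubation at pH 7.5.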
Coupling enz: counter-screen for Giardia aldolase inhibitors: coupling enzyme system. coupling enzyme system counterscreen, AmpLite Red fluorescence. activity change, negative = inhibition, % at 58.2 µM, hits read low. 290,000 compounds, 0.67% hits; in the data active = activity change below about -30%; note: % is set by controls: 0 for no effect and ±100 for the full control effect
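First, compound is pin-transferred into glyceraldehyde-3-phosphate coupling-enzyme reagent at 57.5 uM final and held 10 min at RT. Next, substrate, coupling system and AmpLite Red are added. After 20 min RT, fluorescence (525/598 nm) is read.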
GALK inhibitor: galactokinase (human) inhibition; Purified GALK, Kinase-Glo residual ATP luminescence; P51570; Potency, µM (titrated, usually from 57.5 µM), inactives show top-dose activity change, negative = inhibition, hits mostly inhibitors; 270,000 compounds, 0.007% hits; AID 1868; note: potency is the fitted concentration of half-maximal effect; % is set by controls: 0 for no effect and ±100 for the full control effect
Target sequence (P51570 whole entry, looked up): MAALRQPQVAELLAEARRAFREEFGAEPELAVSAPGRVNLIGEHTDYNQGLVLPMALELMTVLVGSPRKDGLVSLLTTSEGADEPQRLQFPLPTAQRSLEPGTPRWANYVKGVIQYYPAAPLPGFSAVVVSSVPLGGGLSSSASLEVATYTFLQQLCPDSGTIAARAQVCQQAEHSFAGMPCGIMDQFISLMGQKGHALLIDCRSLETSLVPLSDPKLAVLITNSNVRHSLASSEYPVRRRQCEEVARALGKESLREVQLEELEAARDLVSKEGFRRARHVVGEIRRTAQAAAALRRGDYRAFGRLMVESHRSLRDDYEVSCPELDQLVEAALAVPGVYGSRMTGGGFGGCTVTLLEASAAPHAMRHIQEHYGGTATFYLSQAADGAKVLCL
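The enzyme phosphorylates galactose (100 uM) using ATP (35 uM); inhibition is detected as higher residual ATP, quantified by bioluminescence after 1 h reaction at room temperature, pH 8.0.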
Integrin act MD: activates integrin-mediated alleviation for muscular dystrophy. 350,000 compounds, 0.064% hits. AID 624291. alpha7betagal myoblasts, beta-gal FDG fluorescence, 48 h. Potency, µM (titrated, usually from 38.3 µM), inactives show top-dose activation, usual class: activators;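 note: potency is the fitted concentration of half-maximal effect; 100% = response of the positive control SU9516; nearly all actives have a fitted effect of over 60% in size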
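alpha7betagal+/- myoblasts (passage 13, 250/well) treated 48 h at 37C with compounds at 1:260 dilution of DMSO stock. Lysed, then beta-galactosidase activity read as FDG fluorescence (ex 480/em 540) after 30 min, with pre-read for autofluorescence.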
Giardia kill: kills Giardia lamblia | Giardia lamblia trophozoite viability | activity change, % at 7.66 µM, hits read low | 340,000 compounds, 0.15% hits | AID 540267; in the data active = activity change below about -80%; inconclusive = between about -30% and that limit;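 note: parasites exposed to compound for two days anaerobically before the ATP read; % is set by controls: 0 for no effect and ±100 for the full control effect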
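Viability, read as ATP luminescence: trophozoites at 100 cells/well, compound added, 48 hrs anaerobic at 37 deg C, then 15-30 min room-temperature development before reading.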
Menin MLL FP TR: displaces Texas Red mutant MLL peptide from human menin; O00255; Menin + Texas Red MLL mutant peptide, fluorescence polarization; Potency, µM (series often up to 61.6 µM), for the others: at the top dose FP activity change, negative = inhibition, most hits filed as inhibitors; 270,000 compounds, 0.23% hits; AID 1768; active = well fitted inhibition curve with a large enough effect in the polarisation, with a control signal flat, not every such curve was filed as active; inconclusive = small, poorly fitted or top-dose-only effect, or effect the other way, or a change in a side signal; inactive = no such curve, though single readings can be large or run the other way; the % refers to the polarisation; note: potency is the fitted concentration of half-maximal effect; % of control where 0% means no effect; many of its hits are not listed in these tables
Target sequence (O00255 whole entry, looked up): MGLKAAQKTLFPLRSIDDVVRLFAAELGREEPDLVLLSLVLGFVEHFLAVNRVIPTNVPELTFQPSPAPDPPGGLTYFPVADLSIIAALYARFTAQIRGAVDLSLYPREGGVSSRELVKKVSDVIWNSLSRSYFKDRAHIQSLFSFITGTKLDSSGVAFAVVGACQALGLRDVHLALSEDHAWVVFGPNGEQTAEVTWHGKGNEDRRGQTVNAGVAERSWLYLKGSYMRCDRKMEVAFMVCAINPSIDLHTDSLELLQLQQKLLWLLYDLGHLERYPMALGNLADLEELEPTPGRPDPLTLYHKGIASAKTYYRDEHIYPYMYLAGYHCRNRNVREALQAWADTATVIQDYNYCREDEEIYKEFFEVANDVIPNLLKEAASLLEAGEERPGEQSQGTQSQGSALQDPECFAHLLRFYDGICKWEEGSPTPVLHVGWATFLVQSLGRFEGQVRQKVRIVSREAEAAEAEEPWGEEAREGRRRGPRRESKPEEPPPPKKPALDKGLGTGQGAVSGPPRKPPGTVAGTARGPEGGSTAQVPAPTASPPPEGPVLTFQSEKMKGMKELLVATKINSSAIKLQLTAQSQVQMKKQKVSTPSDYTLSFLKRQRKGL
Chronic BCR inh: inhibitors of chronic active B-cell receptor signaling; ABC-DLBCL IkBa-CBG/CBR reporter, luminescence ratio, 4 h; Potency, µM (doses to about 46.1 µM), for inactives: at the highest dose ratio change, negative = lower green/red ratio, hits mostly inhibitors; 340,000 compounds, 0.05% hits; active = well fitted inhibition curve with a large enough effect in the signal ratio, with a control signal flat, not every such curve was filed as active; inconclusive = small, poorly fitted or top-dose-only effect, or effect the other way, or a change in a side signal; the % refers to the signal ratio;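 note: potency is the fitted concentration of half-maximal effect; plate controls were basal doxycycline-induced cells for no effect and cells given 10 µM MG132 for full effect; MG132 reads +100%, hits lower the ratio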
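TMD8 ABC-DLBCL cells carrying doxycycline-inducible green luciferase fused to IkappaBalpha plus unfused red luciferase were exposed to compounds (up to 46 uM) for 4 hrs at 37C. Activity came from the overlap-corrected green/red luminescence ratio.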
B2AR arrestin: beta2AR (human) beta-arrestin recruitment activity; beta-arrestin recruitment to beta2AR, cell-based reporter; Potency, µM (series often up to 46.1 µM), inactives show at the top dose activation, most hits filed as activators; 330,000 compounds, 0.02% hits; AID 492947;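 note: potency is the fitted concentration of half-maximal effect; 0% = DMSO controls and full agonism = EC100 isoproterenol or metaproterenol; nearly all actives have a fitted effect of over 65% in size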
PKM2 activator: PKM2 (human) enzyme activation; P14618; purified PKM2, Kinase-Glo ATP luminescence, activation; response scale: 0% is enzyme alone, no compound; Potency, µM (series often up to 57.5 µM), for the others: at the highest dose activation, most hits filed as activators; 260,000 compounds, 0.34% hits; AID 1631; note: potency is the fitted concentration of half-maximal effect; % is set by controls: 0 for no effect and ±100 for the full control effect; nearly all actives have a fitted effect of over 55% in size
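ATP formation by purified human PK-M2, quantified via coupled luciferase luminescence after 1 h at room temperature with 0.1 mM ADP and 0.5 mM PEP final.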
S-ASM inh: blocks human secretory acid sphingomyelinase; placental ASM, HMU-PC fluorogenic substrate, 60 min; Potency, µM (titrated, usually from 57.5 µM), for the others: top-dose activity change, negative = inhibition, actives largely listed as inhibitors; 340,000 compounds, 0.006% hits; note: potency is the fitted concentration of half-maximal effect
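Fluorescence read-out (Ex 386 nm, Em 447 nm) after stopping the reaction at pH 10. Enzyme: ASM from human placenta; substrate HMU-PC0, 9 uM final; 60 min, 37 °C. Compound preincubation 10 min, ambient temperature.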
Tb PFK inh: inhibitors of T. brucei phosphofructokinase; O15648; AID 485367; Potency, µM (titrated, usually from 57.5 µM), for inactives: at the top dose activity, negative = inhibition, hits mostly inhibitors; 330,000 compounds, 0.17% hits; T. brucei PFK, ADP-Glo luminescence;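 note: potency is the fitted concentration of half-maximal effect; 0% = uninhibited 1x PFK enzyme wells and -100% = no-enzyme wells; nearly all actives have a fitted effect of over 60% in size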
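Activity is normalized to no-enzyme wells (full inhibition) and 1.25 nM enzyme wells (no inhibition). Reaction: 0.5 mM F6P, 0.1 mM ATP, 45 min RT, ADP-Glo luminescence; concentration-response curves fitted and classed by quality.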
The depositor's hits bear a star; ? = inconclusive; . = no result given; & = joins results of further samples; [ ] = another dose, or the depositor's remark. Unless noted, calls come from the whole dose curve; as a rule, active = well fitted curve in the direction sought with a large enough effect; inconclusive = small, poorly fitted or top-dose-only effect, or another doubt; inactive = no such curve, though single readings can be large; an effect the other way counts as inactive or inconclusive.

SMILES	TSG101-PTAP inh	Coupling enz	GALK inhibitor	Integrin act MD	Giardia kill	Menin MLL FP TR	Chronic BCR inh	B2AR arrestin	PKM2 activator	S-ASM inh	Tb PFK inh
COc1ccc(C(=O)N2CCC(C(=O)N3CCN(c4ccc(OC)cc4)CC3)CC2)cc1	-1%	1	0%	0%	1	-25%	4%	-0.1%	.	1%	-2%
COc1ccc(S(=O)(=O)N2CCOC23CCN(C(=O)c2c(F)cccc2Cl)CC3)cc1	-11%	.	7%	-12%	-8	.	?	0.4%	.	2%	4%
Cc1nc(NC(=O)/C=C/c2ccccc2)sc1C(=O)N(C)C	-2%	3	1%	-3%	-4	8%	?	-1.9%	-2%	0%	0%
Nc1ccc(Nc2ccccc2)cc1	-1%	6	-2%	-35%	1	-15%	6%	-0.2%	15%	-3%	0%
CC(=O)N(C1=C(Cl)C(=O)c2ccccc2C1=O)C1CCCCC1	2%	-88*	3%	-39%[inhibitor]	-13	.	?	-0.2%	3.5µM*	-1%	0.67µM*
COC(=O)[C@@]1(Cc2ccccc2)[C@H]2c3cc(C(=O)N4CCCC4)n(Cc4ccsc4Br)c3C[C@H]2CN1C(=O)c1ccccc1	.	0&-1	.	.	.	-25%&-6%	-3%	-0.8%	-1%&1%	.	-4%
O=C(COc1ccc(Cl)cc1Br)N1CCN(c2ncccn2)CC1	0%	.	.	-17%	0	.	?	-0.4%	.	.	-1%
CC(=O)c1cccc(S(=O)(=O)NC2CC2)c1	-3%	2	1%	-34%	8	-2%	6%	-1.2%	14%	1%	1%
CC1CCCCN1C(=O)c1cnn2c(C(F)(F)F)cc(-c3ccco3)nc12 (stereo unspecified)	-3%	2	-1%	23%	-25	-11%	-1%	-0.3%	0%	63%[activator]	-5%
CCOc1ccc(/C=C/C(=O)c2c(O)c3ccccc3oc2=O)cc1	?	7	3%	-38%	-18	8%	?	-0.7%	1%	-3%	-1%
O=C(O)C(C(O)c1ccc([N+](=O)[O-])cc1)[n+]1ccccc1 (stereo unspecified)	3%	.	.	0%	-21	.	-11%	-0.1%	.	3%	0%
CC1CN(C(=O)c2cccn(Cc3c(Cl)cccc3Cl)c2=O)CC(C)O1 (stereo unspecified)	-2%	0	1%	9%	23	-4%	-4%	-0.2%	7%	2%	2%
CCC(c1nnnn1Cc1ccccc1)N1CCN(c2ccccc2)CC1 (stereo unspecified)	-1%	0	4%	-14%	7	1%	-1%	-0.1%	-1%	-1%	-11%
CC(=O)COc1cc2c(-c3cc4ccccc4o3)cc(=O)oc2cc1C	-3%	3	-8%	43%	-3	-13%	3%	0.1%	.	7%	8%
Cc1cc(C)cc(-n2ncc3c2CCCC3NC(=O)c2ccccc2N2CCOCC2)c1 (stereo unspecified)	-6%	2	3%	-36%[inhibitor]	7	-29%	-9%	-1.0%	1%	2%	1%
NC(=O)c1csc(-c2ccncc2)n1	-4%	3	-2%	0%	-9	-17%	?	-0.1%	-2%	6%	-1%
COCCn1c(SCC(=O)Nc2ccc(S(=O)(=O)N(C)C)cc2)nc2ccccc21	-4%	-4	-2%	-22%	8	4%	6%	0.3%	-17%	-2%	1%
CCOc1cc2c(cc1OCC)C(C(=O)O)C(c1ccc(OC)c(O)c1)N(C)C2=O (stereo unspecified)	-4%	-3	0%	-1%	-3	9%	3%	-0.1%	-9%	8%	-1%
NC(=O)c1cc(S(=O)(=O)Nc2ccc(OC(F)(F)F)cc2)cs1	-4%	-3	0%	24%	20	14%	-2%	0.0%	.	-1%	-1%
CCC(C(=O)Nc1nc(C)cs1)c1ccccc1 (stereo unspecified)	-4%	0	0%	-14%	3	-29%	7%	-0.1%	5%	0%	20%
CCOCCCNC(=O)/C(C#N)=C/c1ccc(-c2ccc(S(=O)(=O)N3CCOCC3)cc2)o1	-1%	1	1%	-10%	35[activator]	27%	-3%	0.2%	21%	100%[activator]	0%
O=C(CN1CCN(c2ccccn2)CC1)N1c2ccccc2CCc2ccccc21	0%	6	1%	10%	0	-9%	-14%	-0.7%	-11%	-2%	-7%
Cc1cc2cc(CN(CC3CCCO3)C(=O)c3cnccn3)c(=O)[nH]c2cc1C (stereo unspecified)	-3%	0	0%	18%	14	-21%	2%	-0.6%	5%	4%	-3%
CCN(CC)CCCCCCCCOC(=O)c1cc(OC)c(OC)c(OC)c1	-6%	.	.	.	25	?	-10%	0.5%	.	-2%	-2%
Cc1c(C(=S)Nc2ccccc2)cnn1-c1ccc([N+](=O)[O-])cc1	-2%	1	0%	-19%	-1	?	?	-0.7%	6%	-10%	-8%
COc1ccc(NC(=O)CCSc2ccc3ccccc3n2)cc1	-2%	-3	-1%	3%	-21	23%	?	-0.5%	2%	-1%	-4%
COc1ccc([N+](=O)[O-])cc1NC(=O)c1cn(-c2ccc(Cl)cc2)c(=O)c2ccccc12	-5%	0	1%	-21%	-7	1%	1%	-0.9%	-2%	0%	0%
CC(=O)Nc1ccc(NC(=O)CSc2ccccn2)cc1	0%	1	3%	-13%	27	-10%	0%	-0.5%	-21%	-1%	0%
CC(C)/C(=N/Nc1ccccc1[N+](=O)[O-])c1ccccc1	-6%	1	4%	-17%	-1	2%	?	0.1%	-12%	-17%	-8%
COCCNC(=O)/C(C#N)=C/c1nc(N(C)C)n(-c2ccc(F)cc2)c1Cl	2%	0	4%	-35%	6	-2%	-29%	-0.9%	-1%	-5%	7%
CN(C)CCCCCNCCCNC(=O)/C=N\O	-9%	-1	8%	-3%	16	-1%	3%	0.1%	-1%	5%	3%
CCOc1ccc(/C=C/C(=O)N(CC)CC(=O)Nc2ccc3c(c2)OCCO3)cc1OCC	.	.	-10%	-11%	5	.	9%	-0.5%	4%	-3%	2%
Cc1[nH]c2ccccc2c1CCN(Cc1cccnc1)C(=S)Nc1ccc(F)cc1	1%	0	-1%	0%	?	?	-12%	0.4%	0%	-1%	0%
CCC1(CC)C(=O)C(C)(C)C(=O)OC1c1ccccn1 (stereo unspecified)	-3%	4	-2%	-4%	-9	-2%	-6%	-0.2%	-6%	-1%	-5%
O=C(Nc1cccc([N+](=O)[O-])c1)C1C2CC/C=C\CCC21 (stereo unspecified)	1%	1	-3%	-6%	-4	.	?	-0.1%	0%	3%	3%
Cc1ccc(NC(=O)c2oc3ccccc3c2COC(C)C)cc1S(=O)(=O)N1CCOCC1	0%	.	.	3%	5	.	1%	-0.6%	.	-11%	-1%
O=C(c1ccco1)N1CCN(C2CC(=O)N(c3ccc(F)c(Cl)c3)C2=O)CC1 (stereo unspecified)	1%	0	6%	5%	-28	21%	0%	0.2%	.	-26%	-2%
O=C(CSc1ncnc2c1nnn2-c1ccc(F)cc1)NCc1ccco1	-3%	1	-5%	-41%	-3	-12%	?	0.0%	4%	1%	12%
CCOc1ccc(Br)cc1-c1noc(-c2cccs2)n1	-3%	1	0%	10%	5	21%	11%	-0.2%	-2%	-3%	0%
CCOC(=O)c1cc(-c2ccc(C)o2)nn1CCC#N	0%	0	2%	-4%	0	-29%	0%	0.0%	9%	-2%	-2%
Cc1cc([N+](=O)[O-])nn1CC(=O)N1c2ccccc2CC1C (stereo unspecified)	-1%	0	0%	2%	21	10%	-1%	-1.6%	2%	-2%	1%

5 entries out of the list above, ordered by their value in Menin MLL FP TR, highest first:
smiles	Menin MLL FP TR
CCOc1ccc(Br)cc1-c1noc(-c2cccs2)n1	21%
Cc1cc([N+](=O)[O-])nn1CC(=O)N1c2ccccc2CC1C (stereo unspecified)	10%
CCC1(CC)C(=O)C(C)(C)C(=O)OC1c1ccccn1 (stereo unspecified)	-2%
O=C(CSc1ncnc2c1nnn2-c1ccc(F)cc1)NCc1ccco1	-12%
CCOC(=O)c1cc(-c2ccc(C)o2)nn1CCC#N	-29%

Two compounds picked at random from the list so far:
SMILES	TSG101-PTAP inh	Coupling enz	GALK inhibitor	Integrin act MD	Giardia kill	Menin MLL FP TR	Chronic BCR inh	B2AR arrestin	PKM2 activator	S-ASM inh	Tb PFK inh
CCC(c1nnnn1Cc1ccccc1)N1CCN(c2ccccc2)CC1 (stereo unspecified)	-1%	0	4%	-14%	7	1%	-1%	-0.1%	-1%	-1%	-11%
CCOCCCNC(=O)/C(C#N)=C/c1ccc(-c2ccc(S(=O)(=O)N3CCOCC3)cc2)o1	-1%	1	1%	-10%	35[activator]	27%	-3%	0.2%	21%	100%[activator]	0%

Not all compounds are listed (hit frequency here may not be typical).
